Bioassay records (PubChem)
LEDGF integ inh: blocks HIV-1 LEDGF/p75-dependent DNA integration. TR-FRET IN-LEDGF/p75 DNA integration, Eu/Cy5. inhibition, % at 3.7 µM. actives 0.64% (n = 370,000);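 active = inhibition above the screen-wide mean plus 3 SD, cut at about 13% in these data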;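 note: signal is the Cy5 over europium emission ratio at 671 and 618 nm; 0% = plate median of compound wells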
TCR CD3 inh: human TCR-CD3 binding inhibition. TAMRA-labeled TCR probe fluorescence, biochemical. inhibition, % at 9.4 µM. actives 0.37% (n = 360,000); in the data active = inhibition above about 19%;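 note: recombinant mutant TCR 2C K166C tagged with TAMRA read by polarization; 0% = receptor in buffer alone and 100% = receptor with positive control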
MBD2 inh: MBD2-methylated oligo binding inhibition | inhibition, % at 4.4 µM | Q9UBB5 | actives 0.31% (n = 370,000) | AID 686964 | TR-FRET, MBD2 binding to methylated oligonucleotide; in the data active = inhibition above about 13%
UHRF1 MBD2 ctr: human UHRF1 methylated DNA binding inhibitors. Q96T88. UHRF1 binding to methylated oligo, TR-FRET. inhibition, % at 4.4 µM. actives 0.75% (n = 370,000). AID 687016; in the data active = inhibition above about 21%;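 note: UHRF1 SRA domain binding a hemimethylated CpG hairpin DNA probe; 0% = median of test compound wells and 100% = reference inhibitor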
SIAE inh: human SIAE inhibition, primary screen. SIAE FP-Rh probe binding, fluorescence polarization. inhibition, % at 9.66 µM. actives 0.69% (n = 370,000);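 active = inhibition above a cutoff: mean of compounds within the control limits plus 3 SD of those, cut at about 17% in these data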;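 note: 0% = plate median of compound wells and 100% = probe without SIAE protein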
TDP2 absorb: blocks human TDP2 phosphodiesterase activity; O95551; actives 0.34% (n = 370,000); recombinant TDP2, T5PNP hydrolysis, p-nitrophenol absorbance 415 nm; inhibition, % at 12.8 µM;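 active = inhibition above the mean of all tested compounds plus 3 SD, set per campaign, cut at about 25% in these data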;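 note: 0% = DMSO with enzyme and 100% = buffer with substrate but no TDP2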
Target sequence (O95551 whole entry, looked up): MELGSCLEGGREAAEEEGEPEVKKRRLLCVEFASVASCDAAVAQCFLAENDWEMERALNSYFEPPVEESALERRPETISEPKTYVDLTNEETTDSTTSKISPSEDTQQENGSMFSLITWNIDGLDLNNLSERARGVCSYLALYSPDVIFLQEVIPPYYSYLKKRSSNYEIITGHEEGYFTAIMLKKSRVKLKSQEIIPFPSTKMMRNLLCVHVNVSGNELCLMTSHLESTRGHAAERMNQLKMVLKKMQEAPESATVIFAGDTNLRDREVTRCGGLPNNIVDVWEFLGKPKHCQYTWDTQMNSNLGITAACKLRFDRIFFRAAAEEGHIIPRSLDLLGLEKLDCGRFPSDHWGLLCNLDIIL
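System: recombinant human TDP2 / Amount: 120 nM TDP2 per well / Also added: 5 mM T5PNP chromogenic substrate / Doses: 12.8 µM single point, 1% DMSO / Incubation: 2 h at 37 °C / Detection: p-Nitrophenol epi absorbance / Evaluation: % inhibition relative to enzyme-containing and enzyme-free wells / Repeats: singlicate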
PRMT1 inh: inhibitors of human PRMT1; Q99873; actives 1.3% (n = 370,000); inhibition, % at 2.79 µM; recombinant PRMT1, activity-based probe fluorescence polarization;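 active = inhibition above about 21% made by adding two undisclosed values, limit read from the data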
Target sequence (Q99873 whole entry, looked up): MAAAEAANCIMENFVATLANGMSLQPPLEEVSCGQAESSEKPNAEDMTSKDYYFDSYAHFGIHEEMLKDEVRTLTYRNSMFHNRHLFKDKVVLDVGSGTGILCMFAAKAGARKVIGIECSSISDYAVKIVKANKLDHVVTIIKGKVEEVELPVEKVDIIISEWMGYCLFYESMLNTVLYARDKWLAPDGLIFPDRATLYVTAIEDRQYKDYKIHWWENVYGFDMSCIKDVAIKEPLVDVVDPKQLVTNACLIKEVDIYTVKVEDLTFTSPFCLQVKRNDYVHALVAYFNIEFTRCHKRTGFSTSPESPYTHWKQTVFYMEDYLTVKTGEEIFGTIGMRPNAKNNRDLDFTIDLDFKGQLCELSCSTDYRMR
Tn6 DDE FP: inhibitors of Tn6 peptide binding to human fibrin DD(E) | inhibition, % at 8.3 µM | AID 720509 | actives 0.21% (n = 370,000) | Fibrin DD(E) TRITC-Tn6 fluorescence polarization displacement;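 active = inhibition above a per-campaign cutoff: mean of compounds within control limits plus 3 SD, cut at about 15% in these data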;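 note: 0% = median of all compound wells on the plate and 100% = blocking peptide control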
DDE Tn7 FP inh: disrupts Tn7 cyclic peptide binding to fibrin D-Dimer-E complex; FP displacement of FITC-Tn7 peptide from fibrin DD(E); 0% = median of compound wells per plate; inhibition, % at 8.3 µM; actives 0.13% (n = 370,000); AID 720508;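 active = inhibition above the mean of compounds falling within the control limits plus 3 SD of them, cut at about 14% in these data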;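 note: 0% = plate median of compound wells and 100% = 10 µM Aha-Tn7 peptide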
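Assay system: Human clot-derived fibrin DD(E) complex | Buffer or medium: Tris/NaCl/CaCl2 buffer, pH 7.8 | Repeats: One replicate per compound | Benchmarks: Aha-Tn7 high control | Measure: % inhibition scaled between sample-field median and high-control FP | Schedule: 10 min plus 3 h, room temperature | Signal: Fluorescence polarization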
KLK7 zymogen act: activates the human kallikrein-7 zymogen; activation, % at 7 µM; purified proKLK7, EDANS-DABCYL substrate fluorescence; 100% is mature enzyme control, 0% vehicle; actives 0.9% (n = 370,000);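 active = activation above the mean of all tested compounds plus 3 SD, computed per campaign excluding outliers beyond control limits, cut at about 13% in these data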
Target sequence (P49862 whole entry, looked up): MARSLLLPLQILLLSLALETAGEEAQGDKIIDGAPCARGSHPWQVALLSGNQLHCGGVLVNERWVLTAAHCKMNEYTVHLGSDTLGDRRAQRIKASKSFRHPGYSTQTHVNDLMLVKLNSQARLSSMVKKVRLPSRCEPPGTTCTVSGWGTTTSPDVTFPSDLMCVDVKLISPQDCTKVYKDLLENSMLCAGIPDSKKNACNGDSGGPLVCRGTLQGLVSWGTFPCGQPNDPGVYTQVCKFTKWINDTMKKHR
The depositor's hits bear a star.

1: C=CCN1C(=O)C(C)(C)N(C(C)=O)c2ccccc21
2: CCCn1c2ccccc2c2cnn(CC(=O)NCCN(CC)CC)c(=O)c21
3: CCOC(=O)c1c(C)[nH]c(C)c1S(=O)(=O)N(C)CC(=O)N1CCN(c2ccc(OC)cc2)CC1
4: Cc1noc(C)c1C(=O)OCC(=O)/C=C1/N(C)c2ccccc2C1(C)C
5: O=C(/C=C/c1ccco1)NC(=S)Nc1nc(-c2ccc3ccccc3c2)cs1

compound no.	1	2	3	4	5
MBD2 inh	1	1	-1	-3	-3
SIAE inh	7	-6	-1	1	-18
Tn6 DDE FP	-4	-4	-3	0	3
PRMT1 inh	1	-3	-2	0	-3
UHRF1 MBD2 ctr	0	-1	1	1	-5
KLK7 zymogen act	0.8	1.2	-0.2	0.7	-0.1
LEDGF integ inh	-4	3	-2	1	5
TCR CD3 inh	1	9	-3	1	-1
TDP2 absorb	9	-10	-5	3	8
DDE Tn7 FP inh	5	-4	7	-8	-6

One compound at a time, from the list above. Order of values: MBD2 inh, SIAE inh, Tn6 DDE FP, PRMT1 inh, UHRF1 MBD2 ctr, KLK7 zymogen act, LEDGF integ inh, TCR CD3 inh, TDP2 absorb, DDE Tn7 FP inh
Results for CCCn1c2ccccc2c2cnn(CC(=O)NCCN(CC)CC)c(=O)c21 → 1, -6, -4, -3, -1, 1.2, 3, 9, -10, -4
Results for CCOC(=O)c1c(C)[nH]c(C)c1S(=O)(=O)N(C)CC(=O)N1CCN(c2ccc(OC)cc2)CC1 → -1, -1, -3, -2, 1, -0.2, -2, -3, -5, 7
Results for O=C(/C=C/c1ccco1)NC(=S)Nc1nc(-c2ccc3ccccc3c2)cs1 → -3, -18, 3, -3, -5, -0.1, 5, -1, 8, -6
Results for Cc1noc(C)c1C(=O)OCC(=O)/C=C1/N(C)c2ccccc2C1(C)C → -3, 1, 0, 0, 1, 0.7, 1, 1, 3, -8
Results for C=CCN1C(=O)C(C)(C)N(C(C)=O)c2ccccc21 → 1, 7, -4, 1, 0, 0.8, -4, 1, 9, 5

Further compounds
6: O=C(Nc1cccc2ccccc12)c1ccc(Cn2cc(Cl)cn2)cc1
7: C[C@@H]1CC=C[C@H]2[C@H]1C(=O)N(Cc1ccccc1)[C@H]2c1ccc(F)c(-c2ccc(N(C)C)cc2)c1
8: CCN(CC)S(=O)(=O)c1ccc(N2CCOCC2)c(NS(=O)(=O)c2ccc(Cl)s2)c1
9: CCOC(=O)N1CCC(NC(=O)C(Cc2ccccc2)NC(=O)c2ccco2)CC1 (stereo unspecified)
10: CC(=O)c1ccc(S(=O)(=O)Nc2ccc(-n3c(C)nc4ccccc4c3=O)cc2)cc1

compound no.	6	7	8	9	10
MBD2 inh	-4	6	0	-6	-2
SIAE inh	-4	0	0	-3	-2
Tn6 DDE FP	-1	-3	3	-5	-1
PRMT1 inh	-2	-2	7	2	-1
UHRF1 MBD2 ctr	0	-2	1	1	5
KLK7 zymogen act	0.4	-1.9	0.2	-0.1	-0.8
LEDGF integ inh	1	-1	-1	2	1
TCR CD3 inh	-4	-6	-2	-2	2
TDP2 absorb	-2	6	8	12	1
DDE Tn7 FP inh	-3	-3	0	4	2

11: CCOc1ccc(NC(=O)CN(c2ccc(OC)cc2)S(=O)(=O)c2cccs2)cc1
12: Cc1ccc(CNC(=O)C2CCN(S(=O)(=O)N3CCC4(CC3)OCCO4)CC2)cc1
13: CCc1cccc2c(C(=O)CSc3nncn3-c3ccccc3OC)c[nH]c12
14: Cc1nn(-c2ccccc2)c(Cl)c1C(=O)OC(C)C(=O)Nc1ccc2c(c1)OCO2 (stereo unspecified)
15: CS(=O)(=O)N(CC(=O)N1CCc2ccccc2C1)c1ccccc1F

compound no.	11	12	13	14	15
MBD2 inh	-7	2	1	7	2
SIAE inh	2	1	0	2	-8
Tn6 DDE FP	1	-1	-2	1	-5
PRMT1 inh	-4	4	-1	-1	0
UHRF1 MBD2 ctr	2	0	-3	-3	-2
KLK7 zymogen act	-0.5	0.0	0.0	1.1	0.6
LEDGF integ inh	1	1	2	-1	8
TCR CD3 inh	4	-5	4	-2	1
TDP2 absorb	3	2	-9	9	-4
DDE Tn7 FP inh	-1	-1	-7	-3	-11

Two entries picked at random from the list so far:
15: CS(=O)(=O)N(CC(=O)N1CCc2ccccc2C1)c1ccccc1F
11: CCOc1ccc(NC(=O)CN(c2ccc(OC)cc2)S(=O)(=O)c2cccs2)cc1

compound no.	15	11
MBD2 inh	2	-7
SIAE inh	-8	2
Tn6 DDE FP	-5	1
PRMT1 inh	0	-4
UHRF1 MBD2 ctr	-2	2
KLK7 zymogen act	0.6	-0.5
LEDGF integ inh	8	1
TCR CD3 inh	1	4
TDP2 absorb	-4	3
DDE Tn7 FP inh	-11	-1

Going on with the list:
16: Cc1cc(C)c(N(C(=O)Cn2nnc3ccccc32)C(C(=O)NC(C)(C)C)c2ccsc2)c(C)c1 (stereo unspecified)
17: COc1ccccc1CCC(=O)N(C)CC(=O)Nc1ccc(Cl)c(C(F)(F)F)c1
18: COc1ccccc1C#CC1=CC(=O)C[C@H](c2ccc(F)cc2)C1
19: COC1=C/C(=C/c2c(N)n3nc(CC(=O)N4CCOCC4)sc3nc2=O)C=CC1=O
20: CCOc1cc(N2CCOCC2)c(OCC)cc1NCC(=O)N1CCN(Cc2ccccc2)CC1

compound no.	16	17	18	19	20
MBD2 inh	3	0	-6	-6	1
SIAE inh	-7	-9	-3	6	8
Tn6 DDE FP	-5	-7	-2	7	-1
PRMT1 inh	2	-1	0	2	-3
UHRF1 MBD2 ctr	0	-1	0	1	6
KLK7 zymogen act	0.0	0.3	-0.9	-0.4	0.5
LEDGF integ inh	-1	4	3	-3	6
TCR CD3 inh	-4	6	-6	4	-6
TDP2 absorb	-4	-8	-19	0	24
DDE Tn7 FP inh	5	0	-2	2	-2

21: COc1ccccc1-c1c(C)nn2c(N3CCN(c4ccccc4OC)CC3)cc(C)nc12
22: CCn1nc(NC(=O)c2ccccn2)c2cc3cc(C)ccc3nc21
23: Cc1cccc(OCC(=O)NC2CCCCCC2)c1C
24: O=S(=O)(c1cccs1)N1CCN(c2ncccn2)CC1
25: Cc1c(N(C(=O)c2cnccn2)C2(C(=O)NC3CCCC3)CCCCC2)c(=O)n(-c2ccccc2)n1C

compound no.	21	22	23	24	25
MBD2 inh	1	3	4	1	-2
SIAE inh	0	-8	-2	-1	-1
Tn6 DDE FP	2	-8	0	0	7
PRMT1 inh	-2	-2	-1	-1	6
UHRF1 MBD2 ctr	26*	-2	0	3	2
KLK7 zymogen act	-0.5	-3.4	-0.2	-0.7	0.2
LEDGF integ inh	-3	-2	0	2	-4
TCR CD3 inh	6	0	7	-2	-7
TDP2 absorb	7	6	-6	-1	-6
DDE Tn7 FP inh	-2	0	-4	0	-2

26: CCOc1cc(S(=O)(=O)NCc2cccnc2)c(C)cc1C
27: CCCCC(CC)C(=O)Nc1ccc(S(=O)(=O)Nc2nccs2)cc1 (stereo unspecified)
28: c1ccc(COC2CCCN(Cc3nc(-c4cnccn4)no3)C2)cc1 (stereo unspecified)
29: Cc1ccc(CCNC(=O)C2CCN(S(=O)(=O)c3cccc4nsnc34)CC2)cc1
30: O=C(O)c1cc(S(=O)(=O)NCC2COc3ccccc3O2)ccc1Cl (stereo unspecified)

compound no.	26	27	28	29	30
MBD2 inh	1	-3	2	-2	4
SIAE inh	7	-3	-4	3	2
Tn6 DDE FP	-3	7	2	5	-11
PRMT1 inh	-2	8	1	0	0
UHRF1 MBD2 ctr	3	2	0	-3	-3
KLK7 zymogen act	-0.4	0.1	0.1	0.0	-0.3
LEDGF integ inh	4	-1	1	0	-1
TCR CD3 inh	-8	-4	4	4	2
TDP2 absorb	2	3	2	7	15
DDE Tn7 FP inh	4	0	-9	-6	2

31: O=C1CC(c2ccc3c(c2)OCCO3)Oc2ccccc21 (stereo unspecified)
32: CCn1c(SCC(=O)c2c(N)n(C3CC3)c(=O)[nH]c2=O)nnc1-c1ccoc1C
33: O=C(OCC(=O)N1CCC(Cc2ccccc2)CC1)c1ccccc1F
34: Cc1cc(S(=O)(=O)Nc2ccc(C(=O)NCCCN3CCOCC3)cc2)ccc1F
35: Nc1nc(SCC(=O)Nc2ccc3c(c2)CCC3)n[nH]1

compound no.	31	32	33	34	35
MBD2 inh	0	4	-2	5	3
SIAE inh	-2	1	2	6	10
Tn6 DDE FP	3	-5	-2	10	0
PRMT1 inh	1	3	0	2	-1
UHRF1 MBD2 ctr	-1	0	2	0	1
KLK7 zymogen act	0.3	0.1	-0.4	0.1	0.6
LEDGF integ inh	1	-4	-7	0	-3
TCR CD3 inh	5	2	-4	-6	5
TDP2 absorb	2	6	-6	-2	1
DDE Tn7 FP inh	3	0	-2	2	5

36: COc1ccc(-c2cc(=O)[nH]c(N3CCN(Cc4ccccc4)CC3)n2)cc1
37: O=C(NC(=S)Nc1ccccc1Br)C1CC1
38: O=C1NC[C@@H](CCCCN2C[C@H](Cc3ccc(O)cc3)N(CCC3CCCCC3)C(=O)C2=O)N(CCc2ccc(O)cc2)C1=O
39: CCN1CCN(C(=O)c2nn(-c3ccc(OC)cc3)c(=O)c3c2c2ccccc2n3C)CC1
40: COc1ccc(OCCC(=O)OCC(=O)Nc2cccc(Br)c2)cc1
41: O=C(NCC(=O)N1CCC2(CC1)NCCc1[nH]cnc12)c1ccc(Br)cc1

compound no.	36	37	38	39	40	41
MBD2 inh	-7	2	4	7	2	2
SIAE inh	5	3	1	-3	-9	-4
Tn6 DDE FP	0	-1	-6	3	6	-13
PRMT1 inh	-5	3	4	-4	2	-10
UHRF1 MBD2 ctr	-3	0	3	1	0	-2
KLK7 zymogen act	-0.3	-0.1	-0.2	0.3	0.2	-0.4
LEDGF integ inh	1	-1	1	3	1	3
TCR CD3 inh	5	4	2	2	5	-1
TDP2 absorb	8	8	5	-8	4	5
DDE Tn7 FP inh	1	5	1	4	2	-4

Hits appear at their usual frequency; overall some 4.6% were active at least once.
